From PubChem
M5 PAM = human M5 muscarinic receptor positive allosteric modulators, primary screen, CHO-K1 cells, Fluo-8 calcium fluorescence; activation, % at 3 µM; hit rate 0.3% among 360,000; CHO-K1 hM5, ACh EC20 PAM; 0% = ACh EC20, 100% = ACh EC100; Muscarinic acetylcholine receptor M5 (Homo sapiens), P08912; AID 624038, 2012;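 active means activation above the run cutoff, the mean activation of all test compounds plus 3 SD, cut at about 18% in these data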
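System: CHO-K1 cell line with stable human muscarinic M5 receptor expression | Also added: EC20 acetylcholine as agonist stimulus | Compound: One concentration, 3 µM final (nominal) | Timing: Fluo-8 loading 80 min at 37 °C plus 30 min room temperature | Measured by: Fluo-8 calcium dye fluorescence, kinetic read | Read-out basis: % activation, ACh-normalized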
M4 PAM = human M4 muscarinic receptor positive allosteric modulators, primary screen, CHO-K1 cells, Fluo-8 calcium fluorescence. Muscarinic acetylcholine receptor M4 (Homo sapiens), P08173. CHO-K1 hM4/Gqi5, ACh EC20; 0% = ACh EC20, 100% = maximal ACh. activation, % at 3 µM. hit rate 0.4% among 360,000;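 active means activation above its plate's cutoff, the mean activation of sample wells plus 3 SD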; further: some results filed as inactive read as strong as hits
Target sequence (P08173 whole entry, looked up): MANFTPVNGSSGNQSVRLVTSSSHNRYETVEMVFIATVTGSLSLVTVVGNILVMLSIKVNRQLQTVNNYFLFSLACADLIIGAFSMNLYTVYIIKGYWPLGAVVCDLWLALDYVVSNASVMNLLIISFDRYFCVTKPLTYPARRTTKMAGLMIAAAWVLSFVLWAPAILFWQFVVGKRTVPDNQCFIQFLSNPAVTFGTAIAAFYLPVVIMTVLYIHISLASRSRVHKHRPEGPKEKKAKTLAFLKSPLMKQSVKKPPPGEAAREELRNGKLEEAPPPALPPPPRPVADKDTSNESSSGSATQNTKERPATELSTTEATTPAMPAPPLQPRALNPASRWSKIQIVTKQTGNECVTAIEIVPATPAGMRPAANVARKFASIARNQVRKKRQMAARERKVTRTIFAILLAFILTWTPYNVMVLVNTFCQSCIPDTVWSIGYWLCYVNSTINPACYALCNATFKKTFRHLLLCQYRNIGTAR
CRFBP-R2 block = antagonists of CRF-BP/CRF-R2 complex, primary screen, cell-based, HEK293, calcium dye fluorescence, uHTS. CRF-induced calcium fluorescence. inhibition, % at 11.8 µM. hit rate 0.59% among 350,000;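 active means inhibition of the ligand-induced calcium signal above about 50% at the single tested concentration, limit read from the data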
TAAR1 ag = human TAAR1 agonists, primary screen, Fluo-8 calcium fluorescence, CHO RD-HGA16 cells | Trace amine-associated receptor 1 (Homo sapiens), Q96RJ0 | vehicle wells 0%, saturating PEA agonist 100% | activation, % at 3 µM | hit rate 0.99% among 360,000;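 active means activation above the mean activation of all test compounds in the run plus 3 SD, cut at about 38% in these data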
Target sequence (Q96RJ0 whole entry, looked up): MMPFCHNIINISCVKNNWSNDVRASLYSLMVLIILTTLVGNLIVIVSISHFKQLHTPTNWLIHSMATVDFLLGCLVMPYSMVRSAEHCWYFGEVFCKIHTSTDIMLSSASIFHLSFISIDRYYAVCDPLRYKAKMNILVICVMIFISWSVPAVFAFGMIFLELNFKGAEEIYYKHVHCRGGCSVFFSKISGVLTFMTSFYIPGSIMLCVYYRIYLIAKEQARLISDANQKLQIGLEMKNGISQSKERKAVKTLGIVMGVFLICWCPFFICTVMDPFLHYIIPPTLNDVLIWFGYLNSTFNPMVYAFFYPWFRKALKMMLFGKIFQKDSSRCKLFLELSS
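Test system: RD-HGA16 (CHO) cells co-expressing Gα16 and hTAAR1 | Doses: Single dose, 3 µM | Schedule: 17-24 h seeding, 75 min 37 °C dye, 30 min RT | Evaluation: % activation from peak over basal fluorescence ratio, DMSO-to-PEA scaled | Technique: Kinetic Fluo-8 calcium fluorescence | Benchmarks: Low control DMSO, high control PEA (EC100)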
CRFR2-BP ag = agonists of CRF-BP/CRF-R2 complex, primary screen, cell-based, HEK293, calcium dye fluorescence, uHTS | hit rate 0.46% among 350,000 | AID 588473, 2011 | calcium dye fluorescence (FLIPR); percent of saturating CRF peptide response | activation, % at 13.2 µM;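 active means activation of at least 50%, plus an integration ratio under a set limit after plate pattern correction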;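 further: plate controls were neutral control wells without compound for no effect and CRF at EC100 for full effect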
M1 PAM parental = nonselective calcium activators in parental CHO-K1 cells, primary screen, counter-screen for M1 PAM project, cell-based, Fluo-8 calcium fluorescence, full deck, 1536-well; ATP EC20; 0% at ATP EC20, 100% at ATP max; activation, % at 3 µM; hit rate 0.02% among 360,000;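 active means activation above the run cutoff, the mean activation of all test compounds plus 3 SD, cut at about 40% in these data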;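 further: peak over basal fluorescence ratio in a 140 s read after ATP addition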
CHRM5 antagonist = human M5 muscarinic receptor antagonists, primary screen, CHO cells, Fluo-8 calcium fluorescence; AID 624040, 2012; hit rate 0.59% among 360,000; inhibition, % at 3 µM; Muscarinic acetylcholine receptor M5 (Homo sapiens), P08912; CHO-hM5 cells, ACh EC80;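 active means inhibition above a per-plate cutoff, the mean of that plate's test compounds plus 3 SD, cut at about 27% in these data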;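 further: 0% = acetylcholine EC80 with DMSO and 100% = DMSO without agonist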
M5 ag = human M5 muscarinic receptor agonists, primary screen, CHO-K1 cells, Fluo-8 calcium fluorescence; Muscarinic acetylcholine receptor M5 (Homo sapiens), P08912; CHO-K1 hM5 cells; 0% DMSO wells, 100% maximal acetylcholine response; activation, % at 3 µM; hit rate 0.19% among 360,000;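 active means activation above the run's mean over test compounds plus 3 SD, cut at about 23% in these data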;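 further: signal is peak over basal fluorescence ratio across the kinetic read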
TAAR1 antag = human TAAR1 antagonists, primary screen, Fluo-8 calcium fluorescence, CHO RD-HGA16 cells; hit rate 1.5% among 360,000; Trace amine-associated receptor 1 (Homo sapiens), Q96RJ0; antagonist; AID 624466, 2012; inhibition, % at 3 µM;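 active means inhibition above a per-plate cutoff, the mean inhibition of test compounds on that plate plus 3 SD, cut at about 49% in these data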;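 further: 0% = DMSO plus EC80 beta-PEA response and 100% = DMSO alone without agonist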
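Test system: RD-HGA16 CHO cells with stable hTAAR1 and Gα16 / Probe or stimulus: EC80 β-phenethylamine stimulus / Times: seeding 17-24 h prior, 75-min 37 °C, 30-min RT dye loading / Detection: Fluo-8 calcium-sensitive fluorescence / Read-out basis: % inhibition scaled between DMSO and EC80 PEA controls / Repeats: singlicate, one well per test compound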
* hit, by the source's call; · = no result given.

SMILES	M5 PAM	M4 PAM	CRFBP-R2 block	TAAR1 ag	CRFR2-BP ag	M1 PAM parental	CHRM5 antagonist	M5 ag	TAAR1 antag
O=C(CCN1CCc2ccccc21)c1ccc2c(c1)OCCO2	-14	-6	16	4	2.8	7	11	4	-13
Cc1noc(NS(=O)(=O)c2ccc(NC(=O)CSc3nc4ccccc4[nH]3)cc2)c1C	-3	-5	0	13	0.1	15	9	1	-21
COc1cccc(C=NNC(=O)CCCC(=O)NN=Cc2cccc(OC)c2)c1	-6	1	0	5	-3.8	7	3	1	1
COc1ccc(OC)c(C2C(C(=O)Nc3ccc(F)cc3)=C(C)Nc3nc(CCCO)nn32)c1 (stereo not drawn)	-3	2	3	2	6.3	10	-2	-3	-11
O=C(c1ccc(S(=O)(=O)N2CCCC2)cc1)N1CCCCCC1	-13	-5	-7	0	-0.3	14	26	-7	-9
Brc1cccc(C=Nc2cccc3ncccc23)c1	3	23	-1	5	0.0	-4	10	-2	-4
Cc1nn(-c2ccccc2)c(Cl)c1C(=O)NNC(=O)c1ccncc1	4	-1	9	0	-1.7	8	2	-1	14
Cc1ccc(NC(=O)c2nc[nH]c2C(=O)N(C)Cc2ccccc2)cc1	-2	-1	2	3	-0.6	-3	-2	2	7
COc1ccc(C(O)c2nc(-c3ccc(OC)nc3)cs2)cc1 (stereo not drawn)	-4	-3	·	4	·	12	-3	2	-7
C=CCNC(=S)NNC(=O)c1ccco1	-3	-4	3	5	6.5	0	9	-3	5
CCC(OC(=O)c1nsc(Cl)c1Cl)C(=O)NC(C)(C)C (stereo not drawn)	9	0	-8	10	-1.9	-2	-6	-1	2
CC1Oc2ccccc2N(CC(=O)NCC2CCCO2)C1=O (stereo not drawn)	-3	9	-6	2	-0.8	3	4	1	9
COc1ccccc1NCC(=O)N/N=C(\C)c1cccs1	-19	-12	1	5	-2.5	1	17	2	2
CC(=O)c1ccc(C(=O)N2CCCC(CNC(=O)c3ccccc3Cl)C2)cc1 (stereo not drawn)	7	3	4	2	-0.7	4	-10	-4	-6
Cc1cc(NN)nc(NS(=O)(=O)c2ccccc2)n1	0	-2	-14	5	0.8	-10	7	-6	2
O=C(NCc1cccs1)c1ccc2ccccc2n1	-7	4	10	8	-0.4	-2	4	-2	-4
CC(C)C[C@H](NC(=O)c1nc[nH]c1C(=O)NC(c1ccccc1)c1ccccc1)C(=O)OCc1ccccc1	-5	-5	4	2	1.4	16	3	-2	9
CC(NC(=O)C1(S(=O)(=O)c2ccc(Cl)cc2)CC1)c1ccccc1 (stereo not drawn)	1	-3	-2	7	0.5	18	5	-3	-2
Cc1ccc(-n2ncc(-c3nn[nH]n3)c2N)cc1	8	3	3	4	-1.2	2	-1	2	-16
CC1CCN(C(=O)CN2C(=O)NC3(CCC(C)CC3)C2=O)CC1 (stereo not drawn)	0	3	11	-2	-0.3	10	7	1	-1
CC(C)n1c(=O)c2ccccc2n1Cc1cn(Cc2cccs2)nn1	3	3	·	0	·	-10	12	1	-9
N#Cc1c2c(c(-n3cnc4ccccc43)n3c1nc1ccccc13)CCC2	47*	-1	9	0	1.0	7	31*	-1	12
O=C(NC1CCCCC1)C1(S(=O)(=O)c2ccc(Cl)cc2)CC1	3	-9	-2	2	0.5	-8	5	-5	-1
Cc1ccc(NC(=O)COC(=O)Cn2c(C)csc2=O)cc1	-5	-8	3	10	-3.8	1	4	1	0
O=C(CSc1nc2ccccc2s1)Nc1cc(S(=O)(=O)N2CCOCC2)ccc1O	-1	5	7	14	-1.2	29	1	0	-5
Cc1cccc(NC(=O)c2ccc(S(=O)(=O)C(F)F)cc2)c1C	-7	-7	23	1	-3.1	-8	10	0	7
Cc1ccccc1Nc1nc(N)nc(CSc2n[nH]c(N)n2)n1	10	-5	8	0	-0.2	1	-15	-2	-26
COc1ccc(-c2nc3cc(C)ccn3c2NCC2CCCO2)cc1OC (stereo not drawn)	4	1	21	12	-3.6	20	-7	-1	2
Cc1ccc(OCC(=O)Nc2cccc3nsnc23)c(C)c1	-1	5	-6	4	0.7	-1	-15	-4	4
Nc1cc(=O)[nH]c(SCC(=O)NNC(=O)Cc2ccccc2)n1	-2	1	3	0	-0.3	20	-12	0	3
Fc1ccc2[nH]c3c(N4CCN(c5ccccc5)CC4)ncnc3c2c1	-23	-11	-22	22	-1.7	-5	50*	5	57*
CNC(=O)c1cc2ccc(OC)cc2oc1=O	5	-1	-24	3	1.9	14	-1	-2	-1
Cc1nnc(NC(=O)C2CCN(c3cnccn3)CC2)s1	-2	1	-1	-1	0.1	0	-2	-1	16
C=CCn1c(-c2ccc3[nH]c(C)c(C)c3c2)n[nH]c1=S	-6	1	-5	9	2.3	10	16	7	-3
COc1cc(/C=C2\NC(=O)NC2=O)cc(Br)c1OC	1	-2	-6	7	-0.5	1	6	-2	1
CN(C)CC1CCCCC1OC(=O)c1ccc(Br)cc1 (stereo not drawn)	-2	-2	-16	6	2.6	19	-1	-4	-9
O=C(O)CCCN1C(=O)/C(=C\c2ccco2)SC1=S	8	-1	16	1	-1.1	26	7	7	-12
O=C1[C@H]2[C@@H](c3ccc(F)cc3)N3C(=O)N(c4ccccc4)C(=O)[C@@]3(Cc3ccccc3)[C@H]2C(=O)N1C1CCCCC1	-1	6	-10	4	2.7	-10	8	1	-27
CC(CC(=O)N(C)CC(=O)Nc1ccc(N2CCOCC2)cc1)c1ccccc1 (stereo not drawn)	-11	-4	-10	4	2.6	-8	18	1	-16
COc1cc(OC)cc(C(=O)N2CCCC(c3nc(-c4ccc(C)o4)no3)C2)c1 (stereo not drawn)	1	0	-10	1	0.1	3	16	-1	-29
O=C1COc2ccc(S(=O)(=O)NCc3ccc(Cl)cc3)cc2N1	-2	-2	2	6	0.9	14	8	-2	-16
COc1ccc(-c2nnc(SCc3nc4ccccc4s3)n2C(C)C)cc1	-2	-2	-7	11	-0.1	0	3	-3	15
COc1ccccc1NC(=S)N1C2CCC1CC(NC(=O)NC13CC4CC(CC(C4)C1)C3)C2 (stereo not drawn)	1	9	-7	5	-0.7	15	-2	0	-4
O=c1[nH]c(CSc2ncc(C(F)(F)F)cc2Cl)nc2cc(C(F)(F)F)ccc12	2	12	-4	-4	2.8	5	4	-2	11
CCCNC(=O)C1(C)CCCN(Cc2ccc(-c3ccccn3)cc2)C1 (stereo not drawn)	-3	0	·	3	·	-13	-5	-1	-38
CC(OC(=O)CCc1nc2ccccc2[nH]c1=O)C(=O)c1ccccc1 (stereo not drawn)	-12	-9	-8	11	2.5	3	14	4	30
Cc1onc(-c2ccccc2Cl)c1C(=O)N1CCN=C1SCc1cccnc1	5	-1	10	8	-1.0	-1	1	-3	-13
COc1cc(C(=O)OC2CCN(C)CC2)cc(OC)c1OC	-2	-9	13	10	-1.3	-6	0	-5	-7
CCOC(=O)c1cnn(-c2nc(-c3cccc(F)c3)cs2)c1C(F)(F)F	-10	-1	-15	3	7.5	8	10	-5	1
Cc1ccc(C(=O)N/N=C/c2ccc([N+](=O)[O-])s2)cc1	-5	14	-4	14	2.3	-4	3	0	17
O=C(O)C1CN(c2nc(Cl)ccc2[N+](=O)[O-])C1	-7	-6	0	2	-1.9	7	-3	4	-12
Cc1ccc([N+](=O)[O-])cc1NC(=O)C[n+]1ccccc1	4	5	33	4	-0.8	12	8	-8	1
CCCCN(C(=O)c1cc2c(s1)CCCCC2)c1c(N)n(CC(C)C)c(=O)[nH]c1=O	1	16	-2	-1	0.1	5	-5	5	2
N#C/C(=C\c1c(N2CCOCC2)nc2ccccn2c1=O)S(=O)(=O)c1ccccc1	-9	10	3	23	0.9	-9	-8	-4	-7
CC(/C=N/N1CCN(c2ccccn2)CC1)=C\c1ccccc1	-2	-3	1	1	1.9	19	0	-1	-5
CC1(C(=O)Nc2nnc(C(C)(C)C)s2)Cc2ccccc2C(=O)O1 (stereo not drawn)	-1	2	-8	10	-0.2	-6	4	3	-10
CCOC(=O)c1ccccc1NC(=O)CSc1ccccc1	-6	8	17	8	-0.2	27	-9	-10	-8
Cc1c(C(=O)N2CCOCC2)sc(NC(=O)c2ccc([N+](=O)[O-])cc2)c1C#N	-3	0	-5	5	-0.8	11	10	-2	7
COc1ccccc1-c1noc(CCCC(=O)N2CCOCC2)n1	11	3	-14	10	15	3	-21	2	-6
Cc1c(C(=O)Nc2ccccc2)cnn1-c1ccccc1	-2	-9	2	2	-1.6	17	3	7	25

Laid out differently: results already given
Every second line gives: M5 PAM, M4 PAM, CRFBP-R2 block, TAAR1 ag, CRFR2-BP ag, M1 PAM parental, CHRM5 antagonist, M5 ag, TAAR1 antag
CCCNC(=O)C1(C)CCCN(Cc2ccc(-c3ccccn3)cc2)C1 (stereo not drawn)
  -3, 0, ·, 3, ·, -13, -5, -1, -38
CC(OC(=O)CCc1nc2ccccc2[nH]c1=O)C(=O)c1ccccc1 (stereo not drawn)
  -12, -9, -8, 11, 2.5, 3, 14, 4, 30
Cc1onc(-c2ccccc2Cl)c1C(=O)N1CCN=C1SCc1cccnc1
  5, -1, 10, 8, -1.0, -1, 1, -3, -13
COc1cc(C(=O)OC2CCN(C)CC2)cc(OC)c1OC
  -2, -9, 13, 10, -1.3, -6, 0, -5, -7
CCOC(=O)c1cnn(-c2nc(-c3cccc(F)c3)cs2)c1C(F)(F)F
  -10, -1, -15, 3, 7.5, 8, 10, -5, 1

Other records follow:
SMILES	M5 PAM	M4 PAM	CRFBP-R2 block	TAAR1 ag	CRFR2-BP ag	M1 PAM parental	CHRM5 antagonist	M5 ag	TAAR1 antag
O=C(NCc1cccs1)C1CCCN1C(=O)Nc1cccc(F)c1 (stereo not drawn)	9	2	11	4	1.4	8	6	3	-1
CC(C)=CCc1ccc(O)c(=O)cc1C(C)C	4	9	1	14	-3.6	5	2	6	-26
CCOC(=O)C(=Cc1cn(C)c2ccc(S(=O)(=O)N(C)C)cc12)C(=O)OCC	-2	-3	-2	2	0.0	2	9	-1	3
COc1ccccc1CN1C(=O)[C@@H]2C(CC(N)=O)NC3(C(=O)Nc4c3ccc(Cl)c4C)[C@@H]2C1=O (stereo partly drawn)	-2	2	-20	0	0.0	20	0	0	-4
O=C(O)Cc1ccc(NC(=O)c2cccs2)cc1	1	5	7	8	2.0	16	-2	-1	10
